Screening data (PubChem BioAssay)
KB-3-1 cytotox = KB-3-1 parental cell cytotoxicity; hit rate 1.4% among 400,000; Potency, µM (top dose mostly 46.1 µM), for inactives: at the top dose activity change, negative = cytotoxic, most hits filed as cytotoxic; KB-3-1 viability, CellTiter-Glo ATP luminescence, 72 h; note: % is set by controls: 0 for no effect and ±100 for the full control effect; nearly all actives have a fitted effect of over 60% in size
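Multi-concentration cytotoxicity screen in KB-3-1 cells grown in DMEM lacking phenol red with 10% FBS. After 72 h at 37 °C with compound, ATP-dependent luminescence was recorded.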
KB-V1 cytotox = kills drug-selected multidrug resistant KB-V1 cells; KB-V1 MDR cells viability, CellTiter-Glo, 72 h; Potency, µM (titrated, usually from 46.1 µM), inactives show at the highest dose activity change, negative = cytotoxicity, most hits filed as cytotoxic; hit rate 3.4% among 400,000; AID 1347076; note: % is set by controls: 0 for no effect and ±100 for the full control effect; nearly all actives have a fitted effect of over 60% in size
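KB-V1 MDR subline cells in DMEM (phenol-red free, 10% FBS) exposed to compounds in qHTS concentration series for 72 h at 37 degrees C. Viability read by CellTiter-Glo luminescence; concentration-effect curves fitted after normalization and correction.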
GLP1R cytotox = cytotoxic in the GLP-1 receptor inverse agonist counter-screen; hit rate 0.13% among 410,000; Potency, µM (top dose mostly 38.3 µM), for the others: at the highest dose activity change, negative = inhibition, hits mostly inhibitors; AID 624418; HEK293 cAMP-luciferase reporter cells, luminescence, 24 h;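 note: loss of luciferase light is scored as toxicity; % is set by controls: 0 for no effect and ±100 for the full control effect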
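Here, cytotoxicity is scored as loss of luminescence. The MLSMR collection was tested on cells seeded in medium containing 10% Nu serum, with a 24 hr compound exposure preceded by 12 hours of culture.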
GLP-1R inv ag = acts as inverse agonist at human GLP-1 receptor. HEK293 GLP-1R CRE-luciferase, luminescence, 24 h; GLP-1R form is constitutively active. AID 624417. hit rate 1.6% among 410,000. Potency, µM (series often up to 38.3 µM), inactives show at the highest dose activity change, negative = inhibition, hits mostly inhibitors; note: % is set by controls: 0 for no effect and ±100 for the full control effect; nearly all actives have a fitted effect of over 55% in size
Target sequence (P43220 whole entry, looked up): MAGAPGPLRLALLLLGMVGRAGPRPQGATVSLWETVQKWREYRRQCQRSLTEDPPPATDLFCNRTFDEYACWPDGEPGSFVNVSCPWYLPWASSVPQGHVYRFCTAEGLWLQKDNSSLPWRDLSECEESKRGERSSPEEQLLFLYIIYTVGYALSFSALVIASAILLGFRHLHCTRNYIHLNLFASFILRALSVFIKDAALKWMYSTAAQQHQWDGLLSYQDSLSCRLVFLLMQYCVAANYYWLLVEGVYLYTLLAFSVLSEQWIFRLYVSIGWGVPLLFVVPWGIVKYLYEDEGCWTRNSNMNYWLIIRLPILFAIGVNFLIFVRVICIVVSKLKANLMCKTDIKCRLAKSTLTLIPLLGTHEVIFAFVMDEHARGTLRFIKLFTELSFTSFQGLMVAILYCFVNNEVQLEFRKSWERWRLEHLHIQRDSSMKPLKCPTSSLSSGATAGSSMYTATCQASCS
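qHTS in 1536-well format: reporter HEK293 cells expressing constitutive GLP-1R activity in DMEM + 10% Nu serum, 24 hr with compounds at 37 deg C, luminescence read after 12 min with detection reagent.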
HT1080 IDH1KD tx = HT-1080 IDH1 knockdown cell toxicity (counter line); HT-1080 IDH1 knockdown viability, ATP luminescence, 48 h; Potency, µM (top dose mostly 46.1 µM), for the others: at the highest dose activity, negative = toxicity, hits mostly cytotoxic; hit rate 2% among 360,000; AID 686971;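 note: 0% = DMSO wells and -100% = cell-free medium wells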
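Luminescent ATP read-out (CellTiter-Glo, 10 min at room temperature) after 48 h compound exposure at 37 °C gave viability of IDH1-knockdown HT-1080 cells. Activity was normalised to DMSO and cell-free wells, then fitted as concentration-response curves.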
HT1080-NT tox = kills 2HG-producing HT-1080-NT fibrosarcoma cells. HT-1080-NT fibrosarcoma viability, CellTiter-Glo ATP luminescence, 48 h. Potency, µM (highest dose often 46.1 µM), for inactives: at the top dose activity, negative = less viability, actives largely listed as cytotoxic. hit rate 1.6% among 360,000;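 note: NT is the 2HG producing partner of a matched IDH1 knockdown line; 0% = DMSO-treated cells and -100% = media-only wells without cells; nearly all actives have a fitted effect of over 55% in size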
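HT-1080-NT; 750 cells/well; 5% FBS RPMI; 48 h compound, 37 degrees C; CellTiter-Glo luminescence; curve fitting and curve-class assignment.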
SW480 rereplic = inducers of DNA re-replication in SW480 colon cancer cells. SW480 DNA re-replication, Hoechst DNA content imaging, 48 h. Potency, µM (highest dose often 46.1 µM), inactives show at the highest dose re-replication activation, most hits filed as activators. hit rate 1.8% among 340,000. AID 624297; note: % of control where 0% means no effect; nearly all actives have a fitted effect of over 55% in size
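Hoechst fluorescence of nuclei (405 nm excitation, 500-530 nm emission) measured by plate-scanning imager after 48 hr compound exposure at 37 C; re-replication scored as increased number of nuclei with elevated intensity.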
TDP43 rescue = inhibitors of TDP-43 toxicity in yeast; TDP-43 expressing yeast growth rescue, BacTiter-Glo, 24 h; Potency, µM (series often up to 46.1 µM), inactives show at the top dose growth rescue (activation), actives largely listed as activators; hit rate 1.8% among 410,000; AID 652104; note: % of control where 0% means no effect; nearly all actives have a fitted effect of over 50% in size
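Galactose-induced TDP-43 yeast, OD600=0.02, compound pinned; 24 hr, 30 deg C; BacTiter-Glo luminescence for growth. Inhibitors of TDP-43 toxicity read as activators.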
GLP-1R agonist = agonists of human GLP-1 receptor | HEK293 GLP-1R CRE-luciferase, luminescence, 4-6 h; cells express a hypersensitive GLP-1R form | hit rate 0.007% among 380,000 | P43220 | AID 624172 | Potency, µM (titrated, usually from 45.6 µM), for the others: at the top dose activation, most hits filed as activators; note: % of control where 0% means no effect
* marks the source's active call; other numbers are inactive results; ? = inconclusive; . = no result given; [ ] = dose if it differs, or a comment. Calls come from the whole dose curve; as a rule, active = well fitted curve in the direction sought with a large enough effect; inconclusive = small, poorly fitted or top-dose-only effect, or another doubt; inactive = no such curve, though single readings can be large; an effect the other way counts as inactive or inconclusive. Potency is the fitted concentration of half-maximal effect. No enrichment for hits, and some 9.4% of all compounds hit somewhere here.

SMILES	KB-3-1 cytotox	KB-V1 cytotox	GLP1R cytotox	GLP-1R inv ag	HT1080 IDH1KD tx	HT1080-NT tox	SW480 rereplic	TDP43 rescue	GLP-1R agonist
CC(C)C(=O)Nc1ccc(NC(=O)c2ccccc2Cl)nc1	0%	13%	-15%	-13%	6%	6%	3%	16%	-2%
CC(C)c1ccc(-c2c(C#N)c(N)nc(SCC(=O)N3CCCCCC3)c2C#N)cc1	0%	-3%	-6%	?	-9%	-4%	4%	2%	-5%
CCCNC(=O)CN(C)C(=O)c1n[nH]c2ccccc12	7%	?	0%	-3%	8%	5%	-8%	-8%	-6%
C=CCC1CCCCC12NC(=O)N(c1ccccc1)N2 (stereo not given)	3%	-2%	15%	?	?	?	?	-13%	13%
N#C/C=C\Oc1ccc(Cl)cc1N	-23%	?	-5%	9%	1%	-10%	-2%	-2%	-3%
O=C1CCC(C(=O)N2CCC(CCO)CC2)CN1Cc1ccc(Cl)cc1 (stereo not given)	.	.	-15%	6%	0%	8%	1%	25%	-15%
Cc1cc(C)c(CN2CCN(CCCn3ccc(NC(=O)OCc4ccccc4)nc3=O)CC2)c(C)c1	?	-1%	-7%	-11%	-6%	-2%	?	7%	2%
CCCCOC(=O)C1=C(C)NC2(O)c3ccccc3C(=O)C12O (stereo not given)	0%	17%	-7%	-29%	8%	2%	-8%	-2%	-12%
COc1ccc(/C=C/C(=O)ONC2=NCCCCC2)cc1OC	12%	-1%	?	173%[activator]	?	-22%	9%	0%[9.22 µM]	18%
CCc1c(C)nc2c(C#N)c(C)[nH]n2c1=O	15%	7%	-10%	-2%	11%	6%	-1%[9.22 µM]	-12%	2%
COC(=O)c1[nH]c2ccccc2c1NC(=O)CN1CCCCCC1	4%	-4%	-9%	-19%	-1%	-4%	-2%	7%	1%
COc1ccccc1CNC(=O)COn1nnc2ccc(S(=O)(=O)N3CCOCC3)cc21	-1%	0%	3%	1%	-14%	-6%	-6%	-23%	-1%
Cc1ccc(/C=C/C(=O)NC(=S)Nc2ccccc2C(=O)NC2CCCCC2)cc1	4%	3%	-1%	4%	19%	7%	2%	-12%	-1%
CC[n+]1c(/C=C/c2c[nH]c3ccccc23)ccc2cc(C)ccc21	9.2µM*	-3%	?	10µM*	18µM*	29µM*	-16%	-15%	-7%
CN(C1CCS(=O)(=O)C1)S(=O)C12CC3CC(CC(C3)C1)C2 (stereo not given)	13%	5%	10%	-4%	8%	15%	-2%	-19%	4%
O=C(Cc1c(F)cccc1Cl)N(Cc1ccccc1)c1ccccn1	4%	0%	-16%	?	2%	3%	0%	25%	-5%
COc1ccc(OCc2nnc(SCC(=O)NCC3CCCO3)n2N)cc1 (stereo not given)	-2%	11%	17%	9%	2%	-7%	-4%	3%	2%
COc1ccc2c(c1)CCc1c(C(=O)N3CCOCC3)noc1-2	4%	16µM*	-21%	?	-22%	-13%	-2%	-24%	-2%
Cc1cc(C(=O)N/N=C/c2c(C)nn(-c3ccccc3)c2C)c(C)o1	1%	-25%	3%	16%	18%	19%	-17%	-7%[1.82 µM]	15%
CCOC(=O)/C=C1/N(C)c2ccccc2C1(C)C	12%	13%	0%	9%	-6%	-2%	-6%	2%	11%
Cc1ccc(NC(=O)NC(=O)COc2c(F)c(F)cc(F)c2F)c(C)c1	9%	-10%	-3%	-20%	-1%	0%	15%	1%	4%
OCCNNC(=S)NC1CC2C=CC1C2 (stereo not given)	23%	-6%	-3%	8%	10%	4%	-3%	-1%	1%
Cc1nc2sc(C(c3cccc(F)c3)N3CCCCC3)c(O)n2n1 (stereo not given)	1%	4%	-20%	3%	8%	1%	-3%	-6%	-7%
CC1(c2ccccc2)NC(=O)N(Cc2ccc([N+](=O)[O-])cc2)C1=O (stereo not given)	-1%	?	-1%[1.53 µM]	0%	-6%	-8%	4%	17%	8%
CC(=O)c1ccc(N2CCN(C(=O)c3ccco3)CC2)c(F)c1	-5%	2%	-4%	17%	23%	10%	2%	16%	-1%
N#Cc1c(-c2ccccc2)cc(-c2ccccc2)nc1SCc1nnc(-c2ccccc2)o1	-3%	-1%	-4%	0%	-13%	-3%	-1%	2%	2%
CCCN(C(=O)COc1ccc(Cl)cc1Cl)c1c(N)n(Cc2ccccc2)c(=O)[nH]c1=O	0%	?	1%	1%	6%	5%	7%	15%	-6%
COCCNC(=O)C(=O)NCC1OCCN1S(=O)(=O)c1cccs1 (stereo not given)	-8%	-4%	12%	34%[activator]	13%	2%	-15%	-30%	3%
Cc1ccc2c(c1)=C(c1sc(N(C)c3ccc(O)cc3)nc1O)C(=O)N=2	-15%	20%	-2%	-13%	-20%	-2%	?	-2%	2%
O=C(c1ccc(Br)o1)N1CCN(c2ccc3nnc(-c4ccccc4)n3n2)CC1	-29%	-22%	-4%	-10%	-27%	-17%	?	6%	11%
COc1ccc(-c2nnc(N)s2)cc1	7%	4%	-15%	0%	4%	-1%	-12%	?	8%
O=C(C1=C(O)C(=O)N(Cc2cccnc2)C1c1ccccn1)c1cccs1 (stereo not given)	8%	-7%	-5%	-1%	18%	1%	?	-8%	-4%
Nc1no[n+]([O-])c1-c1ccccc1	10%	1%	3%	13%	0%	2%	11%	0%	1%
CC1(C(=O)NCC2CC2)Cc2c(-c3ccccc3)ccnc2O1 (stereo not given)	-7%	-18%	1%	-17%	-24%	-21%	.	30%	-4%
CCCNC(=O)C1CC(=O)N(c2ccc(OCC(=O)Nc3cc(C)cc(C)c3)cc2)C1 (stereo not given)	19%	0%	-3%	1%	1%	11%	0%	10%	2%
O=C1NC(c2ccncc2)Nc2sc3c(c21)CCCC3 (stereo not given)	20%	21µM*	-12%	1%	6%	4%	-6%	8%	13%
CCN1CC=C2C(C#N)=C(N)C(C#N)(C#N)[C@H](c3ccoc3)[C@H]2C1	-4%	-18%	41%[activator]	-3%	-5%	-1%	-5%	?	-3%
Cc1ccc(C)c(C(=O)OCC(=O)Nc2cccc(S(=O)(=O)N3CCCCC3)c2)c1	15µM*	?	-4%	1.4µM*	?	?	?	-16%	-1%
N#CCN(C(=O)CSc1nnc(C2CC2)n1C1CC1)c1ccccc1	-1%	10%	-12%	-8%	0%	17%	.	2%	9%
COc1ccc(NC(=O)CC2CCCCC2)cc1OC	-4%	-20%	-5%	5%	-2%	-3%	7.3µM*	-8%	-2%
Cc1ccc(S(=O)(=O)N(C)CC(=O)NCCCn2ccnc2)cc1	3%	-3%	-1%	-7%	14%	25%	-2%	-12%	-1%
Cc1ccc(C2=Nc3ccccc3N(CC(=O)NCc3ccccc3Cl)C(=O)C2)cc1C	-8%	-26%	0%	?	.	.	.	-1%	.
CC(=O)c1cccc(-c2ccc3c(c2)C(C)(Cc2ccc(S(C)(=O)=O)cc2)C(=O)N3)c1 (stereo not given)	0%	0%	1%	27%	5%	1%	.	21%	12%
COc1ccc(CCN2C(=O)c3[nH]nc(-c4ccccc4O)c3C2c2cccc(Cl)c2)cc1 (stereo not given)	18µM*	?	-19%	?	12µM*	23µM*	4%[9.22 µM]	-3%	-17%
OC(c1cccc(Cl)c1)c1nc(-c2cnc3ccccc3c2)cs1 (stereo not given)	0%	0%	5%	?	?	?	.	0%	15%
Cc1ccc(S(=O)(=O)NCCCNS(=O)(=O)c2ccccc2Br)cc1	0%	0%	-8%	0%	9%	0%	10%	25%	6%
CCC(=O)c1ccc(N2CCN(C(=O)c3cc([N+](=O)[O-])ccc3F)CC2)c(F)c1	?	?	11%[0.307 µM]	20%[0.307 µM]	3%	-1%	1%	13µM*	-10%
CC1CCN(c2nc(-c3ccccc3)cc(C(F)(F)F)n2)CC1	26%	30%	4%	4%	15%	13%	1%	26%	6%
O=C(O/N=C1\C(=O)N(c2ccccc2)c2ccccc21)C1CC1	-3%	11%	4%[7.66 µM]	-4%[7.66 µM]	-21%	-18%	0%	10%[9.22 µM]	0%
CCOC(=O)c1ccccc1NC1c2ccccc2C(=O)N1c1cc(C)ccn1 (stereo not given)	-27%	1%	15%	13µM*	-9%	4%	-2%	?	3%
COC(=O)c1ccsc1NC(=O)CS(=O)(=O)c1ccccc1	-1%	-4%	17%	3%	23%	12%	-1%	20%	-13%
NC(=O)CC(NC(=O)Cc1cccc2ccccc12)c1ccc(NCc2ccccn2)c([N+](=O)[O-])c1 (stereo not given)	0%	-25%	0%	6%	0%	6%	5%[9.22 µM]	-2%	0%
CN(CC(=O)NCc1ccco1)S(=O)(=O)c1ccc(F)cc1	-1%	5%	-3%	1%	4%	5%	-15%	-7%	3%
O=C(C1CCCN1S(=O)(=O)c1cccc2nsnc12)N1CCN(c2ccccc2)CC1 (stereo not given)	16%	-2%	-13%	-20%	9%	10%	-8%	17%	-3%
CCN(CC)C(=O)Cn1nnc(-c2ccc(C)o2)n1	15%	19%	6%	49%[activator]	6%	6%	-11%	14%	-1%
